LmPK inh: LmPK (Leishmania mexicana) enzyme inhibition | hit rate 0.37% among 290,000 | AID 1721 | Potency, µM (titrated, usually from 57.5 µM), without a hit: at the top dose activity change, negative = inhibition, hits mostly inhibitors | purified LmPK, Kinase-Glo ATP luminescence, 1 h
Target sequence (Q27686 whole entry, looked up): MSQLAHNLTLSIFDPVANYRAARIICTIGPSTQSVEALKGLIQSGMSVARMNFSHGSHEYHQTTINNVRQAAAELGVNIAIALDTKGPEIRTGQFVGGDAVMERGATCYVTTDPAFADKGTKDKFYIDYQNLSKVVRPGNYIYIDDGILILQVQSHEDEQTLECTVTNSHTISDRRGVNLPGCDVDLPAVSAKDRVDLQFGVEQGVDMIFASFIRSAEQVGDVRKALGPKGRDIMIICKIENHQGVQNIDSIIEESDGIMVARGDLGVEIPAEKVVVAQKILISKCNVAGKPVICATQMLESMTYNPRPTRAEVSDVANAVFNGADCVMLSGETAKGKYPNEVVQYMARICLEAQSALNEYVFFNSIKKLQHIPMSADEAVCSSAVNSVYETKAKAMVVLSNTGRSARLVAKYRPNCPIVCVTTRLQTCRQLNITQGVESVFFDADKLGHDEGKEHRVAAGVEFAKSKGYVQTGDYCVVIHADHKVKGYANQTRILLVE
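0.1 nM LmPK, 0.5 mM PEP, 0.1 mM ADP; 50 mM imidazole pH 7.2, 7 mM MgCl2, 50 mM KCl; 1 h RT. Kinase-Glo luminescence readout, normalized to no-enzyme (full inhibition) and uninhibited wells.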
TbPYK inhibitor: inhibitors of Trypanosoma brucei pyruvate kinase | Potency, µM (doses to about 76.8 µM), for the others: top-dose activity, negative = inhibition, most hits filed as inhibitors | TbPYK enzyme, Kinase-Glo Plus ATP luminescence, 45 min | Q57TT1 | hit rate 0.12% among 410,000; also: nearly all actives have a fitted effect of over 50% in size
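In this concentration-response screen, enzyme-free wells defined baseline while DMSO plates tracked drift. Each reaction combined TbPYK, substrate, compound and 130 uM ADP for 45 min at room temperature. Kinase-Glo Plus luminescence gave the signal.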
Sm TGR inh: S. mansoni TGR enzyme inhibition; AID 485364; hit rate 3% among 360,000; purified TGR, DTNB reduction, TNB absorbance 405 nm; Q962Y6; Potency, µM (titrated, usually from 114 µM), for the others: at the highest dose activity change, negative = inhibition, usual class: inhibitors; also: nearly all actives have a fitted effect of over 60% in size
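Kinetic colorimetric format: TGR-catalysed, NADPH-driven DTNB reduction monitored via TNB absorbance. Enzyme dispensed at 20 nM; compound exposure 15 min at room temperature before reaction start.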
Pf growth 96h: P. falciparum growth inhibition at 96 hours; P. falciparum luciferase reporter growth, 96 h; Potency, µM (series often up to 28.7 µM), for the others: top-dose activity change, negative = inhibition, actives largely listed as inhibitors; hit rate 6.9% among 320,000
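Plates of compound plus infected erythrocytes (2% hematocrit, 0.05% parasitemia final) incubate 96 hours, 37 C, 5% CO2. Detection reagent added; reduced luminescence from the parasites' luciferase reporter flags inhibition.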
Pf growth 48h: inhibits P. falciparum growth in the first generation, 48 h | P. falciparum luciferase growth in erythrocytes, 48 h | hit rate 5.9% among 310,000 | AID 504832 | Potency, µM (titrated, usually from 28.7 µM), for the others: at the top dose activity change, negative = inhibition, most hits filed as inhibitors
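Luciferase-expressing parasites in RBCs, 2% Hct / 0.1% parasitemia final; RPMI 1640 + 0.5% Albumax; 37 C, 5% CO2, one generation; luminescence read-out, lower signal = inhibition.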
HCV inhibitor: blocks hepatitis C virus; Huh7.5.1 HCVcc-Cre infection, luciferase reporter, 44 h; Potency, µM (titrated, usually from 41.8 µM), without a hit: at the highest dose activity change, negative = inhibition, most hits filed as inhibitors; hit rate 3.4% among 340,000; AID 651820
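After 44 h co-culture of compound, cells and HCVcc-Cre (~0.5 moi), substrate is added for 15 min at room temperature and luciferase measured over 15 sec. Cells were seeded at 1,000/well and pre-cultured 4 h.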
Starred values were filed as active, the others as inactive; u = inconclusive; x = not tested or not shown; & = joins results of further samples; [ ] = remark or other dose. Calls follow the shape of the dose curve; as a rule, active = well fitted curve in the direction sought with a large enough effect; inconclusive = small, poorly fitted or top-dose-only effect, or another doubt; inactive = no such curve, though single readings can be large; an effect the other way counts as inactive or inconclusive. % is scaled to controls: 0 for no effect and ±100 for the full control effect; potency is read from the fitted curve at half-maximal effect.

SMILES	LmPK inh	TbPYK inhibitor	Sm TGR inh	Pf growth 96h	Pf growth 48h	HCV inhibitor
COC(=O)c1ccc(C2NC(=O)NC(C)=C2C(=O)N(C)C)cc1 (configuration not stated)	0%	0%	-20%	x	10%	12%
CNS(=O)(=O)c1ccc(NC(=O)c2ccccn2)cc1	-10%	-10%	4%	191%[activator]	147%[activator]	13%
CCOc1ccccc1NC(=O)Cc1coc2ccc(C)cc12	1%	3%	15%	-10%	u	-26%
CCCOc1ccc(/C=N/Nc2cccc([N+](=O)[O-])c2)c(O)c1	-4%	8%	-10%	u	u	u
Cc1cc(OCCN2CCCC2)ccc1C(C)C	1%	2%	-16%	-18%	u	u
O=C(CCCOc1ccc(Br)cc1)Nc1nnc(C2CC2)s1	x	0%	-1%	-23%	u	-4%
Cc1ccc(/C=N/c2sc(Cc3ccccc3)c(C)c2C(N)=O)o1	-1%	-20%	0%	u	2%	-21%
c1ccc(-c2csc3ncnc(NCC4COc5ccccc5O4)c23)cc1 (configuration not stated)	1%	-2%	0%	u	u	0.56µM*
Cc1c(Cl)c(-c2n[nH]c(=S)n2-c2ccc(F)cc2)nn1C	u	4µM*	-21%	4%	2%	14%
CCOC(=O)C1=C(C)OC(N)=C(C(=O)OC)C12C(=O)Nc1ccc(Br)cc12 (configuration not stated)	2%	-9%	7%	x	30%	9%

Reprinted at random: two entries already listed, in no set order.
SMILES	LmPK inh	TbPYK inhibitor	Sm TGR inh	Pf growth 96h	Pf growth 48h	HCV inhibitor
Cc1cc(OCCN2CCCC2)ccc1C(C)C	1%	2%	-16%	-18%	u	u
O=C(CCCOc1ccc(Br)cc1)Nc1nnc(C2CC2)s1	x	0%	-1%	-23%	u	-4%

Some of the entries so far, field by field.
Cc1ccc(/C=N/c2sc(Cc3ccccc3)c(C)c2C(N)=O)o1
- LmPK inh: -1%
- TbPYK inhibitor: -20%
- Sm TGR inh: 0%
- Pf growth 96h: u
- Pf growth 48h: 2%
- HCV inhibitor: -21%
c1ccc(-c2csc3ncnc(NCC4COc5ccccc5O4)c23)cc1 (configuration not stated)
- LmPK inh: 1%
- TbPYK inhibitor: -2%
- Sm TGR inh: 0%
- Pf growth 96h: u
- Pf growth 48h: u
- HCV inhibitor: 0.56µM*
Cc1c(Cl)c(-c2n[nH]c(=S)n2-c2ccc(F)cc2)nn1C
- LmPK inh: u
- TbPYK inhibitor: 4µM*
- Sm TGR inh: -21%
- Pf growth 96h: 4%
- Pf growth 48h: 2%
- HCV inhibitor: 14%
CCOC(=O)C1=C(C)OC(N)=C(C(=O)OC)C12C(=O)Nc1ccc(Br)cc12 (configuration not stated)
- LmPK inh: 2%
- TbPYK inhibitor: -9%
- Sm TGR inh: 7%
- Pf growth 96h: x
- Pf growth 48h: 30%
- HCV inhibitor: 9%

Remaining list, next part
SMILES	LmPK inh	TbPYK inhibitor	Sm TGR inh	Pf growth 96h	Pf growth 48h	HCV inhibitor
Cc1nc2ccccc2c(=O)n1NC(=O)C1CCC(C(C)(C)C)CC1 (configuration not stated)	0%[11.5 µM]	-1%	10%	u	11%	-17%
Cc1ccc(CCNCc2c(C(=O)O)c(C)n(-c3ccccc3)c2C)cc1	-2%	1%	u	u	-23%	-3%
O=C(O)C1CCN(S(=O)(=O)c2cccc3nonc23)CC1	-7%	-5%	-12%	25%	-3%	9%
CC(C)CNC(=S)NC1CC2CCCC(C1)N2C1CCCCC1 (configuration not stated)	-4%	-4%	-5%	16%	u	-2%
CCCC(=O)N(c1ccc(OC)cc1)C1C=CS(=O)(=O)C1 (configuration not stated)	-9%	1%	-6%	-7%	0%	18%
Cc1cc(C)c(C)c(Oc2ncnc(N)c2[N+](=O)[O-])c1	3%	-3%	-13%	-23%	-4%	8%
COc1ccc(-n2c(=S)[nH]c3c(oc4ccccc43)c2=O)cc1	-2%	-25%	-7%	71%[activator]	28%	4%
CC(=O)NC(O)C(=O)c1ccco1 (configuration not stated)	6%	1%	1%	80%[activator]	6%	15%
CCCC(=NCc1ccccc1)C1=C(O)C(C(=O)OC)C(C)(C)CC1=O (configuration not stated)	0%	2%	4%	u	x	25%
CC1CCCC(NC(=O)CCNS(=O)(=O)c2ccc(Br)cc2)C1C (configuration not stated)	4%	1%	-8%	u	u	u
CCCNC(=O)c1ccc(N2CCC3(CC2)CC(c2ccc(Cl)cc2)=NO3)c([N+](=O)[O-])c1	6%	-12%	9%	u	-28%	u
CC(C)[C@H](Nc1ccc(S(=O)(=O)N2CCOCC2)cc1[N+](=O)[O-])C(=O)OCC(N)=O	5%	-7%	5%	23%	-7%	1%
Cc1cn2c(=O)c(C(=O)N3CCN(c4ccccc4F)CC3)cnc2s1	x	1%	-3%	27%	27%	5%
Cc1c(N(C)C(=O)c2ccco2)c(=O)n(-c2ccccc2)n1C	-4%	3%	5%	u	19%	5%
O=C(COC(=O)CCS(=O)(=O)c1ccc(Cl)cc1)NCCc1ccc(Cl)cc1Cl	0%	3%	-2%	9%	7%	19%
CNc1c([N+](=O)[O-])ncn1C	-9%	-10%	5%	12%	x	16%
O=C(CSc1nncc(=O)[nH]1)Nc1cccc([N+](=O)[O-])c1	-2%	0%	30%	u	31%[activator]	-5%
CCN1C(=O)C2C(c3ccc(O)c(OC)c3)NC(C)(C(=O)OC)C2C1=O (configuration not stated)	6%	-2%	-8%	57%[activator]	21%	-5%
CC1CN(c2ccc(C(=O)c3ccccc3C(=O)O)cc2[N+](=O)[O-])CC(C)O1 (configuration not stated)	3%	2%	x	u	-6%	10%
CCCOc1ncnc2c1[nH]c1ccc(C)cc12	0%	0%	10%	349%[activator]	16%	13µM*
Fc1cc(NC(=S)NCc2ccc(CNC(=S)Nc3ccc(Cl)c(F)c3)cc2)ccc1Cl	4%	-5%	-8%	u	u	u
COCCNC(=O)CN(C(=O)Cn1nnc2ccccc21)c1ccccc1	3%	1%	0%[11.4 µM]	21%	x	6%
COC(=O)c1cc(NC(=S)NCc2ccc(Cl)cc2)cc(C(=O)OC)c1	0%	-17%	-15%	u	14%	u
NS(=O)(=O)c1ccc(NC(=O)COC(=O)c2cccc(S(=O)(=O)N3CCCC3)c2)cc1	0%	-2%	-1%	11%	-5%	-7%
COc1cc(CN2CCN(C(c3ccccc3)c3ccccc3)CC2)cc(OC)c1OC	0%	-3%	24%	4.7µM*	u	-15%
COc1ccc(OCCn2cc(/C(N)=N/O)c3ccccc32)cc1	9%	4%	6%	u	u	-8%
COc1ccc(F)cc1C(=O)COC(=O)c1n[nH]c(=O)c2ccccc12	x	3%	-8%	-26%	-8%	-8%
COC(=O)/C(=N/Nc1ccccc1Cl)Sc1nnc(C(O)c2ccccc2)n1-c1ccccc1 (configuration not stated)	1%	-18%	-14%	-9%	12%	5%
CCCn1nnnc1-c1ccc(Cl)cc1	-8%	-20%	10%	-2%	-2%	-3%
O=C(Nn1c(O)c(C=C2N=c3ccccc3=N2)sc1=S)c1ccc(Cl)cc1	1%	0%	-12%	u	u	u
Cc1ccc(S(=O)(=O)NCCC(=O)OCC(=O)Nc2ccccc2Cl)cc1	3%	-2%	2%	50%[activator]	12%	10%
S=C(NCCc1ccncc1)Nc1cccc2ccccc12	-4%	-4%	14µM*	16%	8%	-6%
C[C@@H](CO)NC(=O)c1ccc2c3n(nc2c1)-c1ccc(Cl)cc1CO3	-10%	-14%	-14%	143%[activator]	118%[activator]	-24%
CC(C)(CNS(C)(=O)=O)SCc1ccc(Cl)cc1	4%	-3%	12%	21%	x	-6%
Cc1cc(C)c2c(N)c(C(=O)Nc3ccccc3Br)sc2n1	0%	-3%	5%	u	71%[activator]	-12%
COc1cc2c(c(OC)c1OC)CC(=O)N(C)CC2	-1%	-1%	-1%	4%	22%	31%[activator]
CC1CCc2c(C(=O)OCC(=O)Nc3cccc(S(=O)(=O)N4CCCCCC4)c3)csc2C1 (configuration not stated)	0%	1%	5%	85%[activator]	30%	7.1µM*
COc1ccc(CCNCc2ccsc2)cc1OC	-6%	1%	4%	8%	-7%	-21%
Cc1nnc(N(C)C(=O)c2cccnc2)s1	3%	0%	5%	u	-17%	15%
COc1ccccc1NC(=O)Nc1nc(CC(=O)Nc2ccc(OC)c(OC)c2)cs1	x	2%	1%	5.2µM*	u	u
CCN1C(=O)C(CC(=O)Nc2ccc(Br)cc2)N(CCCc2ccccc2)C1=S (configuration not stated)	1%	-8%	-36%	u	u	u
O=C(C1=C[C@H](C2CC2)C[C@H](OCc2ccc(CO)cc2)O1)N1CCOCC1	-3%	2%	0%	1%	14%	23%
CCOc1ccccc1CNC(=O)c1ccc2nc(N3CCOCC3)sc2c1	5%	-3%	1%	50%[activator]	u	u
Cc1ccc(Nc2ncccc2C(=O)NCc2cccs2)c(C)c1	3%	x	0%	u	-55%	u
CC(C(=O)NCc1ccco1)n1cc(C(=O)c2ccco2)c2ccccc21 (configuration not stated)	-2%	7%	-14%	-22%	u	u
COc1cc(/C=C(\C#N)c2nc3ccccc3o2)ccc1O	-3%	-6%	-7%	6%	3%	-15%
COc1ccc(C(CC(=O)c2ccccc2)CC(=O)c2ccccc2)cc1OC	-1%	-3%	x	16%	u	-23%
COc1ccc(C)cc1NC(=O)CCNS(=O)(=O)c1ccc2c(c1)CCC(=O)N2	2%	-10%	-10%	7%	-13%	0%
O=C(O)c1cccc2c1C(=O)c1ccccc1-2	4%	1%	-14%	5%	-1%	21%
CCOC(=O)C1C(=O)NC(C)C1c1ccccc1 (configuration not stated)	0%	2%	-1%	u	35%[activator]	14%
More structures follow:
SMILES	LmPK inh	TbPYK inhibitor	Sm TGR inh	Pf growth 96h	Pf growth 48h	HCV inhibitor
O=C(/C=C/c1ccccc1)NCCSc1ccc(Cl)cc1	1%	0%	-22%	0%	13%	-4%
CCCCOC(=O)c1ccc(O)cc1	-5%	-5%&-7%	-10%	12%&-2%	39%&8%[activator]	4%
COc1cc(NS(=O)(=O)c2c(C(=O)N3CCOCC3)c(C)n(C)c2C)cc(OC)c1OC	2%	-2%	5%	u	31%[activator]	22%
O=C1C2CCCN2C(c2cccc(F)c2)N1c1cccc(Cl)c1 (configuration not stated)	0%	0%	-10%	10%	x	9%
CCOCCCN(C)C1CCN(C(=O)c2oc3ccccc3c2NC(=O)COc2ccc(F)cc2)CC1	-5%	-5%	-11%	u	u	u
COc1ccc(N2CCN(C(CNC(=O)C3CCCCC3)c3ccco3)CC2)cc1 (configuration not stated)	x	1%	1%	u	13µM*	-2%
Cc1ccc(NC(=O)CCCn2nc(C)c3c(C)n(-c4ccccc4)nc3c2=O)cc1C	2%	-1%	11%	u	1%	-7%
CN1C(=O)C2(N=c3ccccc3=N2)c2ccccc21	-2%	-9%	0%	9%	20%	11µM*
O=C(Nc1ccc(N2CCCC2)cc1)c1cccc(Cl)c1Cl	-4%	-3%	0%	u	33%[activator]	u
COc1ccccc1NC(=O)CSc1nnc(Cc2cccn2C)n1CCc1ccccc1	5%	-6%	0%	1%	u	-18%
COc1ccc(-c2csc3nc[nH]c(=O)c23)cc1	-3%	3%	-2%	45%[activator]	56%[activator]	-13%
NC(=O)CN(N=Nc1cccc([N+](=O)[O-])c1)c1cccc([N+](=O)[O-])c1	9%	1%	9%	-103%[5.75 µM]	19%	u
Cc1ccc2c(c1)C(c1ccncc1)=NNC(c1ccc(C(C)C)cc1)=N2	5%	x	1%	u	u	x
CC(NC(=O)COC(=O)c1cc([N+](=O)[O-])ccc1N1CCOCC1)c1ccccc1 (configuration not stated)	1%	0%	-1%	u	-8%	u

Screens as filed in PubChem.
